# Source: PubChem BioAssay
# ROS inducer: inducers of reactive oxygen species in cancer cells; U2OS ROS induction, H2DCF-DA fluorescence; ROS induction (% of piperlongumine), % at 10 µM; 46,000 tested, 2% active; in the data active means ROS induction above about 79%, passing the limit was not always enough; inconclusive means no clear call, values can overlap the other calls;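 further: 0% = DMSO vehicle median and 100% = reference compound median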
# An asterisk follows results filed as active; ? = inconclusive.
SMILES,ROS inducer
C[C@@H]1CN([C@H](C)CO)C(=O)Cc2cc(NS(=O)(=O)c3cn(C)cn3)ccc2O[C@H]1CN(C)Cc1ccc(-c2ccccc2)cc1,33
C[C@H](CO)N1C[C@H](C)[C@H](CN(C)C)Oc2ncc(C#Cc3ccccc3)cc2C1=O,8
O=C(CSc1n[nH]c(-c2ccco2)n1)Nc1ccc(Br)cc1,-6
Cc1ccc(S(=O)(=O)N(C)C[C@H]2OCc3cnnn3CCCC(=O)N([C@H](C)CO)C[C@H]2C)cc1,-2
C[C@H]1CN([C@@H](C)CO)C(=O)Cc2cc(NC(=O)Cn3cnnn3)ccc2O[C@@H]1CN(C)C(=O)Nc1ccc2c(c1)OCO2,-2
O=C(O)CC(CC(=O)Nc1cc(C(F)(F)F)cc(C(F)(F)F)c1)c1ccc(Cl)cc1Cl (configuration not stated),-2
C[C@@H]1CN([C@@H](C)CO)C(=O)c2cccc(NC(=O)Nc3ccc4c(c3)OCO4)c2O[C@@H]1CN(C)Cc1ccc(Oc2ccccc2)cc1,71
COC(=O)c1sc(C(F)(F)F)c(-c2ccccc2)c1S(=O)(=O)N1CCOCC1,-7
CC(C(N)=O)N(c1ccc(Cl)cc1)S(C)(=O)=O (configuration not stated),-8
CCOc1ccc(S(=O)(=O)NCc2ccco2)c(C)c1C,0
CCOC(=O)CC1=NC(=O)CS1,19
COc1ccc(S(=O)(=O)N(C)C[C@H]2Oc3ccc(NC(=O)Nc4cccc5ccccc45)cc3C(=O)N([C@@H](C)CO)C[C@H]2C)cc1,-1
C[C@H](CO)N1C[C@H](C)[C@H](CN(C)Cc2ccccc2)Oc2ccc(NC(=O)C3CC3)cc2C1=O,-3
C[C@@H]1CCCCO[C@@H](CN(C)CC2CCCCC2)[C@@H](C)CN([C@H](C)CO)C(=O)c2cc(N(C)C)ccc2O1,-15
CCc1ccc(NC(=S)Nc2ccccc2C(C)C)cc1,8
S=C1NCN(CCc2ccccc2)CN1,-19
COc1ccc(S(=O)(=O)Nc2ccc3c(c2)C(=O)N([C@@H](C)CO)C[C@H](C)[C@@H](CN(C)CC2CCCCC2)O3)cc1,4
C[C@H](CO)N1C[C@H](C)[C@H](CN(C)Cc2ccc(C(=O)Nc3ccccc3N)cc2)Oc2ccc(NS(=O)(=O)c3cn(C)cn3)cc2C1=O,2
C[C@@H]1CN([C@@H](C)CO)C(=O)c2cc(NC(=O)NC3CCCCC3)ccc2O[C@H]1CN(C)Cc1ccc(C(=O)Nc2ccccc2N)cc1,-5
CCOC(=O)c1cnc2ccccc2c1NCCc1ccccc1,113*
Cc1ccc(-c2csc3nnc(SCc4csc(C)n4)n23)cc1,1
C[C@@H]1CN([C@@H](C)CO)C(=O)c2cccc(NC(=O)C3CCCCC3)c2O[C@H]1CN(C)Cc1ccc(C(=O)O)cc1,-4
C/C=C/C=C/C(=O)O[C@@H]1C=C(CO)[C@](O)(CO)[C@@]2(C)CCCC(C)(C)[C@H]12,0
C[C@H](CO)N1C[C@H](C)[C@@H](CN(C)Cc2ccccc2)Oc2c(NC(=O)C3CCOCC3)cccc2C1=O,21

# Some of the entries above, reformatted.
compound	ROS inducer
O=C(CSc1n[nH]c(-c2ccco2)n1)Nc1ccc(Br)cc1	-6
Cc1ccc(S(=O)(=O)N(C)C[C@H]2OCc3cnnn3CCCC(=O)N([C@H](C)CO)C[C@H]2C)cc1	-2
C[C@H]1CN([C@@H](C)CO)C(=O)Cc2cc(NC(=O)Cn3cnnn3)ccc2O[C@@H]1CN(C)C(=O)Nc1ccc2c(c1)OCO2	-2
O=C(O)CC(CC(=O)Nc1cc(C(F)(F)F)cc(C(F)(F)F)c1)c1ccc(Cl)cc1Cl (configuration not stated)	-2
C[C@@H]1CN([C@@H](C)CO)C(=O)c2cccc(NC(=O)Nc3ccc4c(c3)OCO4)c2O[C@@H]1CN(C)Cc1ccc(Oc2ccccc2)cc1	71
COC(=O)c1sc(C(F)(F)F)c(-c2ccccc2)c1S(=O)(=O)N1CCOCC1	-7

# Going on with the list.
SMILES,ROS inducer
C[C@H](CO)N1C[C@H](C)[C@@H](CN(C)Cc2ccc(Cl)c(Cl)c2)Oc2ccc(NS(=O)(=O)c3cccs3)cc2C1=O,?
COc1ccc(-c2nc(SCC(=O)Nc3ccc(Br)c(Cl)c3)n[nH]2)cc1,-3
C[C@@H]1CN([C@@H](C)CO)C(=O)c2cccc(NC(=O)c3nc4ccccc4s3)c2O[C@@H]1CN(C)S(C)(=O)=O,1
C[C@H](CO)N1C[C@H](C)[C@@H](CN(C)C(=O)CCC(F)(F)F)OCc2cnnn2CCCC1=O,-33
COc1ccc(C2CC(c3ccc(Br)cc3)=NN2C(=O)CCN2CCOCC2)cc1 (configuration not stated),12
OC(COc1ccc2c(c1)CCC2)Cn1cnc2ccccc21 (configuration not stated),-8
C[C@H](CO)N1C[C@H](C)[C@@H](CN(C)Cc2ccncc2)Oc2ccc(NC(=O)Cn3cnnn3)cc2C1=O,-2
Cn1c(=O)c2[nH]cnc2n(C)c1=O,?
C[C@H](CO)N1C[C@H](C)[C@H](CN(C)Cc2ccc(C(F)(F)F)cc2)OCc2cn(nn2)CCCC1=O,-3
C[C@H]1CN([C@@H](C)CO)C(=O)c2cccc(NC(=O)c3nc4ccccc4s3)c2O[C@H]1CN(C)Cc1ccc(C(=O)O)cc1,0
C[C@H](CO)N1C[C@H](C)[C@@H](CN(C)Cc2ccc(C(=O)O)cc2)Oc2ccc(NS(C)(=O)=O)cc2C1=O,0
COC(=O)C1=C(O)/C(=C/c2ccc(O)cc2)SC1=Nc1ccccc1,164*
COc1ccc(CN(C)C[C@@H]2Oc3c(NC(=O)Nc4c(C)noc4C)cccc3C(=O)N([C@H](C)CO)C[C@H]2C)cc1,-6
O=C(Oc1cccc2ccccc12)c1ccccc1,-4
O=C(CSc1ncn[nH]1)Nc1ccc(I)cc1,-13
C[C@@H]1CN([C@@H](C)CO)C(=O)Cc2cc(N(C)C)ccc2O[C@@H]1CN(C)C(=O)Nc1cccc2ccccc12,-6
Cc1ccc(C2CC(=O)n3nc(N)nc3N2)cc1 (configuration not stated),-5
Cc1ccc(CSc2nc3ccccc3s2)cc1,4
C[C@H](CO)N1C[C@H](C)[C@@H](CN(C)C(=O)Oc2ccccc2)OCc2cn(nn2)CCCC1=O,-9
C[C@@H]1CN([C@H](C)CO)C(=O)c2cc(NC(=O)Nc3ccccc3)ccc2O[C@@H]1CN(C)Cc1ccccc1,-3
C[C@H]1CN([C@@H](C)CO)C(=O)CCCn2nncc2CO[C@H]1CN(C)S(=O)(=O)c1cccc(C#N)c1,-5
C[C@H](CO)N1C[C@H](C)[C@@H](CN(C)C(=O)NC2CCCCC2)Oc2ccc(NC(=O)Nc3ccc(C(F)(F)F)cc3)cc2C1=O,6
C[C@H]1CN([C@@H](C)CO)C(=O)c2cc(NS(=O)(=O)c3ccc(F)cc3)ccc2O[C@@H]1CN(C)Cc1ccc(Oc2ccccc2)cc1,23
Cc1ccc(NC(=O)CSc2nc3c(c(=O)n2Cc2ccccc2)SCC3)cc1,-18
C[C@@H]1CN([C@H](C)CO)C(=O)CCCn2nncc2CO[C@@H]1CN(C)C(=O)Nc1ccc2c(c1)OCO2,-10
CC1(CCOC2OC(CO)C(O)C(O)C2O)CCC2C(=CCC3C(C)(C(=O)O)CCCC23C)C1 (configuration not stated),14
Cc1ccc(S(=O)(=O)Nc2ccc3c(c2)CC(=O)N([C@H](C)CO)C[C@@H](C)[C@@H](CN(C)CC2CC2)O3)cc1,1
Cc1ccc(S(=O)(=O)N(C)C[C@@H]2Oc3c(NC(=O)NC4CCCCC4)cccc3C(=O)N([C@@H](C)CO)C[C@H]2C)cc1,-9
COc1ccc(S(=O)(=O)N(C)C[C@H]2Oc3c(cccc3N(C)C)C(=O)N([C@@H](C)CO)C[C@H]2C)cc1,-2
C[C@H]1CN([C@@H](C)CO)C(=O)c2cc(NC(=O)Cc3cn(C)c4ccccc34)ccc2O[C@@H]1CN(C)Cc1ccc(C(F)(F)F)cc1,122*
C[C@H](CO)N1C[C@H](C)[C@@H](CN(C)Cc2ccc(C(=O)O)cc2)Oc2ccc(NC(=O)Cc3cn(C)c4ccccc34)cc2C1=O,-11
C[C@@H]1CN([C@H](C)CO)C(=O)Cc2cc(NC(=O)C3CC3)ccc2O[C@H]1CN(C)Cc1ccc(Oc2ccccc2)cc1,20
COc1ccc(NC(=O)N(C)C[C@H]2Oc3ccc(NC(=O)CCCCCC(=O)Nc4ccccc4N)cc3C(=O)N([C@@H](C)CO)C[C@H]2C)cc1,7
Cn1c(SCC(=O)Nc2cc(=O)n(C)c(=O)n2C)nc2sc3c(c2c1=O)CCC3,73
C[C@@H]1CN([C@@H](C)CO)C(=O)c2cc(NC(=O)Cc3cn(C)c4ccccc34)ccc2O[C@H]1CN(C)C(=O)Nc1ccc(C(F)(F)F)cc1,0
Cc1cc(Cl)c(S(=O)(=O)Nc2cc(Cl)ccc2Cl)cc1OCC(N)=O,-11
C[C@H]1CN([C@@H](C)CO)C(=O)c2cccc(NC(=O)Nc3ccccc3)c2O[C@@H]1CN(C)C(=O)Nc1cccc2ccccc12,-2
Cc1ccc(NC(=O)CSC2CC(=O)N(c3ccc(Br)cc3)C2=O)cc1Cl (configuration not stated),7
CCOC(=O)c1cnc2c(C#N)c(C)nn2c1C,-10
O=C(O)c1cc2cc(Cl)ccc2[nH]1,-3
O=C(C(Cc1ccccc1Cl)C(=O)N1CCc2ccccc21)N1CCc2ccccc21,141*
COc1cc2c(=O)oc(-c3c(-c4c(F)cccc4Cl)noc3C)nc2c(OC)c1OC,13
COc1ccc(C2(C(=O)NCCN3CCOCC3)CCOCC2)cc1,-18
C[C@@H]1CN([C@H](C)CO)C(=O)c2cccc(NC(=O)c3cnccn3)c2O[C@@H]1CN(C)C,-5
Cc1noc(C)c1NC(=O)N(C)C[C@@H]1OCCCC[C@@H](C)Oc2ccc(NC(=O)Nc3cccc4ccccc34)cc2C(=O)N([C@H](C)CO)C[C@@H]1C,21
COc1ccc(CN(C)C[C@H]2Oc3c(NC(=O)Nc4ccccc4)cccc3C(=O)N([C@H](C)CO)C[C@@H]2C)cc1,20
Cn1c2ccccc2c2nnc(SCC(=O)Nc3ccc(Cl)cc3)nc21,20
Cc1ccc(S(=O)(=O)Nc2ccc3c(c2)C(=O)N([C@H](C)CO)C[C@H](C)[C@@H](CN(C)C)O3)cc1,-10
COc1ccc(Cc2nc3c4cnn(-c5c(F)c(F)cc(F)c5F)c4ncn3n2)cc1OC,14
Cc1noc(C)c1NC(=O)N(C)C[C@@H]1Oc2ccc(NC(=O)Cc3cn(C)c4ccccc34)cc2C(=O)N([C@H](C)CO)C[C@@H]1C,1
CCc1nnc(SC(CC)C(=O)NCc2ccc(C)cc2)c2cc3sccc3n12 (configuration not stated),-14
FC(F)(F)c1cccc2c1[nH]c1nc3ccccc3nc12,28
COc1ccc(S(=O)(=O)N(C)C[C@@H]2Oc3c(NC(=O)c4ccc(-c5nccs5)cc4)cccc3C(=O)N([C@@H](C)CO)C[C@H]2C)cc1,-11
O=C(N[C@H]1c2ccccc2C[C@H]1O)C1=C[C@H](c2coc3ccccc3c2=O)C[C@H](OCCCCO)O1,45
C[C@H](CO)N1C[C@H](C)[C@@H](CN(C)C(=O)Nc2ccccc2)Oc2ccc(NC(=O)Nc3cccc4ccccc34)cc2C1=O,5
C[C@H]1CN([C@@H](C)CO)C(=O)Cc2cc(NC(=O)CCCN(C)C)ccc2O[C@@H]1CN(C)CC1CCCCC1,5
C[C@@H]1CN([C@@H](C)CO)C(=O)c2cc(NS(=O)(=O)c3ccc(Cl)cc3)ccc2O[C@@H]1CN(C)S(=O)(=O)c1ccc(Cl)cc1,11
Cc1noc(C)c1S(=O)(=O)Nc1ccc2c(c1)C(=O)N([C@@H](C)CO)C[C@@H](C)[C@@H](CN(C)S(=O)(=O)c1ccc(F)cc1)O2,9
CNC[C@H]1OCCCC[C@@H](C)Oc2ccc(NC(=O)Nc3ccc(OC)cc3)cc2C(=O)N([C@H](C)CO)C[C@@H]1C,7
COc1cc2c(cc1OC)CN(C(=O)[C@@H]1[C@H]3C(=O)O[C@H](c4ccccc4)[C@H](c4ccccc4)N3[C@H](c3ccc(O)cc3)[C@@]13C(=O)Nc1ccccc13)CC2,48

# Taken from above (two entries):
SMILES,ROS inducer
C[C@@H]1CN([C@H](C)CO)C(=O)Cc2cc(NS(=O)(=O)c3cn(C)cn3)ccc2O[C@H]1CN(C)Cc1ccc(-c2ccccc2)cc1,33
C[C@H](CO)N1C[C@H](C)[C@H](CN(C)C)Oc2ncc(C#Cc3ccccc3)cc2C1=O,8

# New compounds follow.
SMILES,ROS inducer
COCc1c(Br)c(C)nc(OCC(=O)O)c1C#N,-13
COc1ccc(S(=O)(=O)N2CCc3ccccc3C2)cc1,-1
CCCn1c(=N)n(CC(O)c2ccccc2)c2ccccc21 (configuration not stated),-1
COC(=O)CCCCCCC(=O)N/N=C/[C@H](O)[C@@H](O)[C@@H](O)[C@H](O)CO,1
C[C@H](CO)N1C[C@H](C)[C@H](CN(C)Cc2ccc(Oc3ccccc3)cc2)Oc2ccc(NS(=O)(=O)c3ccc(F)cc3)cc2CC1=O,114*
COc1cc(NC(=O)CCn2cnc3ccccc3c2=O)c(OC)cc1Cl,-11
CN(C)CCNC(=O)c1cc2c(s1)-c1ccc(Cl)cc1SC2,-24
COc1ccc(NC(=O)Nc2ccc3c(c2)CC(=O)N([C@@H](C)CO)C[C@H](C)[C@H](CN(C)S(=O)(=O)c2ccc(F)cc2)O3)cc1,97*
C[C@H](CO)N1C[C@H](C)[C@@H](CN(C)Cc2ccc(C(F)(F)F)cc2)Oc2ccc(NS(=O)(=O)c3cn(C)cn3)cc2C1=O,-2
C[C@H](CO)N1C[C@H](C)[C@H](CN(C)C(=O)Nc2cccc3ccccc23)Oc2ccc(NS(C)(=O)=O)cc2CC1=O,-19

# Random excerpt: three compounds from above.
SMILES,ROS inducer
C[C@H](CO)N1C[C@H](C)[C@H](CN(C)Cc2ccc(Oc3ccccc3)cc2)Oc2ccc(NS(=O)(=O)c3ccc(F)cc3)cc2CC1=O,114*
C[C@H](CO)N1C[C@H](C)[C@@H](CN(C)Cc2ccc(C(F)(F)F)cc2)Oc2ccc(NS(=O)(=O)c3cn(C)cn3)cc2C1=O,-2
COc1ccc(S(=O)(=O)N2CCc3ccccc3C2)cc1,-1

# A portion of the library; rates above refer to the full screens.
